# MRP1 act: activators of MRP-1. viability increase, % at 10 µM. H69AR cells + doxorubicin, viability rescue, CellTiter-Glo. 0.61% of 140,000 active;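 active = viability gain under doxorubicin at or above a set limit, the compound median plus 3 SD, cut at about 4.7% in these data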;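 note: MRP-1 overexpressing cells given doxorubicin 25 µM after compound pretreatment; 18-22 h compound pretreatment then 72 h with doxorubicin before readout; 0% = doxorubicin-only wells and 100% = vehicle-treated cells without doxorubicin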
# Measles CPE: protection of cells from measles virus | Measles virus-infected cells, CPE protection, absorbance | protection (pct of control), % at 4 µM | 1.5% of 140,000 active | AID 841; in the data active = protection mostly above about 24%, no sharp cut-off; inactive = mostly below about 26%; note: some compounds called inactive have numbers as strong as hits
# GALR2 antag: antagonists of human galanin receptor 2 (GALR2). O43603. GALR2-expressing cells, antagonist mode. inhibition, % at 4 µM. 0.39% of 140,000 active. AID 828; in the data active = inhibition above about 27%;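 note: cells stimulated with galanin 1-16 at roughly its EC80; 0% = agonist challenge control and 100% = basal control without agonist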
# Target sequence (O43603 whole entry, looked up): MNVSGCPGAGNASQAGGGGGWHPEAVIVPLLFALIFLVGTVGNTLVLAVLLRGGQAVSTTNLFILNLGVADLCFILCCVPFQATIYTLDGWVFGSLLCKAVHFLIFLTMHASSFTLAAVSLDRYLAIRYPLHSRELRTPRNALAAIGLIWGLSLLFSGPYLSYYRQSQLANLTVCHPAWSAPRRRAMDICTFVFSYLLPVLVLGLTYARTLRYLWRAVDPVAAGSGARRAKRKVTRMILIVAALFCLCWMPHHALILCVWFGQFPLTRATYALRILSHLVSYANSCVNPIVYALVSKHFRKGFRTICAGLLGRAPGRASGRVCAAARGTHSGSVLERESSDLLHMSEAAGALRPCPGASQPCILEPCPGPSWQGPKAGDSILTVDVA
# PTEN del growth: suppresses growth of cells with PTEN deletion; HCT116 PTEN-null viability, CellTiter-Glo, 60 h; hits give low values; viability, % at 10 µM; 1.2% of 140,000 active; AID 827;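 active = viability at or below a set limit, 4 SD under the median of all tested compounds, cut at about 3.7% in these data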;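 note: PTEN knockout HCT116 line with beta catenin targeted HCT116 as companion control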
# bCat KO growth: beta-catenin-lacking colon tumor cell growth suppression; 1.5% of 140,000 active; AID 818; HCT116 beta-catenin knockout viability, CellTiter-Glo, 60 h; hits give low values; viability, % at 10 µM;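 active = viability at or under a set limit, the compound median less 4 SD, cut at about 6% in these data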;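 note: 0% = Hyamine 1622 control at 20 µM and 100% = untreated cell control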
# BB579 growth dn: yeast BB579 growth reduction in restrictive medium. S. cerevisiae BB579 growth, OD615, 48 h. AID 804. inhibition, % at 10 µM. 0.51% of 140,000 active;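 active = inhibition above a set limit, 3 SD over the mean compound inhibition, cut at about 44% in these data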; note: inactives centre near -24
#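 System: Saccharomyces cerevisiae DeaD strain BB579, replicative lifespan model yeast | Buffer or medium: Restrictive glucose-based CSMM-D medium | Times: 4 h preincubation and 48 h exposure at 30 °C | Detection: OD615 turbidity measurement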
# E-sel TNF inh: blocks E-selectin expression induced by TNF alpha | HUVEC TNFa-induced E-selectin immunofluorescence, high content | inhibition, % at 2 µM | 0.71% of 120,000 active | AID 1246;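 active = inhibition above the batch mean plus 3 SD, and confirmed as a hit on visual image review, cut at about 43% in these data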;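 note: 0% = TNF-stimulated DMSO wells and 100% = unstimulated control wells; not every result past the cut was called active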
# Phagocyt inh: macrophage phagocytosis inhibition; J774A.1 macrophage IgG-bead phagocytosis, imaging; 0.07% of 110,000 active; AID 1029; inhibition, % at 5 µM;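 active = inhibition above the mean of the plate negative controls plus 5 SD, cut at about 13% in these data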;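 note: phagocytic index as fraction of beads internalized from green versus red external bead signal; plate controls were DMSO negative control for no effect and cytochalasin-D positive control for full effect; some results beyond the cut were filed as inactive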
# NPY Y2 blocker: blocks the human neuropeptide Y Y2 receptor; P49146; NPY-Y2 expressing cells, antagonist mode; inhibition, % at 2.7 µM; 0.99% of 140,000 active; AID 793; in the data active = inhibition above about 17%;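 note: 0% = vehicle with agonist challenge and 100% = reference antagonist with challenge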
# Target sequence (P49146 whole entry, looked up): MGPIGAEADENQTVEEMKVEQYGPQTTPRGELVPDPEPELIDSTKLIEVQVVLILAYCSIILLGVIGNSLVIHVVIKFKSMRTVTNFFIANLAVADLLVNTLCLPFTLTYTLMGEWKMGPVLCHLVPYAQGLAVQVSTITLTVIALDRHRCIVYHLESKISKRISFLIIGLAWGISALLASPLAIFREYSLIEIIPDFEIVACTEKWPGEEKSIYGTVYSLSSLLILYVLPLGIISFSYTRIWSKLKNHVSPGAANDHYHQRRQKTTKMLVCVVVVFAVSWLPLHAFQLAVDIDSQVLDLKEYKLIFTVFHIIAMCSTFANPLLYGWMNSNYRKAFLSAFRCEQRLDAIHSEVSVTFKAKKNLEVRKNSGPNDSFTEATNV
# Yeast lifespan up: yeast lifespan extension | S. cerevisiae growth with nicotinamide, OD615; deaD strain in restrictive glucose medium | 0.68% of 130,000 active | inhibition of the nicotinamide effect, % at 10 µM;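 active = inhibition above a set limit, placed 3 SD over the median of all compounds, cut at about 26% in these data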;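 note: 0% = nicotinamide-treated wells and 100% = cells grown without nicotinamide; some compounds called inactive have numbers as strong as hits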
#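 Test system: DeaD-strain S. cerevisiae / Buffer or medium: restrictive glucose medium / Also added: nicotinamide 1.5 mM / Doses: one concentration, 10 µM, DMSO 0.25% / Schedule: 48 h at 30 °C / Signal: OD615 measurement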
# * hit, by the source's call; x = not tested or not shown.
# Each structure is followed by: MRP1 act	Measles CPE	GALR2 antag	PTEN del growth	bCat KO growth	BB579 growth dn	E-sel TNF inh	Phagocyt inh	NPY Y2 blocker	Yeast lifespan up
1. O=C(NCC(=O)N(Cc1ccco1)C(C(=O)NC1CCCCC1)c1cccnc1)c1cccs1 (stereo not given)
  -0.8	12	0	108	94	-37	-81	x	0	3
2. ONC=Nc1cccc2nonc12
  -3.5	6	3	96	102	-4	-11	-1	2	-20
3. CCCN(N=Nc1cccc([N+](=O)[O-])c1)c1cccc([N+](=O)[O-])c1
  1.0	4	3	76	76	-43	3	-1	3	-10
4. CCCOc1ccc(Cc2nc(N)nc(N)n2)cc1
  -4.7	3	-12	82	63	-4	x	0	-3	-19
5. CCn1c(SCC(=O)Nc2ccc(OC)c(OC)c2)nnc1-c1c[nH]c2ccccc12
  -1.2	1	0	89	90	7	23	0	0	-9
6. CCC(C)(C)NC(=O)C(c1ccncc1)N(Cc1ccc(C)cc1)C(=O)c1csnn1 (stereo not given)
  -2.1	8	-2	97	101	-32	-9	x	1	x
7. Cc1nc2ccc(NC(=O)CCS(=O)(=O)c3ccccc3)cc2s1
  -3.2	6	-12	92	91	-14	x	-8	2	4
8. CC(=O)Nc1ccc(-c2cn3cc(C)ccc3n2)cc1
  0.1	4	11	111	100	-17	52	-2	1	-2
9. Cc1cccc2[nH]c3c(N4CCN(C(=O)c5ccco5)CC4)ncnc3c12
  -5.0	20	11	60	71	-50	-5	1	7	-18
10. O=C(Cn1c(=O)n(CC(=O)NCc2ccccc2)c2ccccc21)NCc1ccccc1
  -5.0	17	7	4	11	-29	-5	x	-2	x
11. CN(C)c1ccc(/C=N/NC(=O)c2ccco2)cc1
  -1.0	14	8	90	92	-21	x	-3	0	-3
12. O=C(NN1CCOCC1)c1cc(-c2ccccc2)nc2ccccc12
  -1.8	8	-2	95	90	-20	0	0	0	4
13. CC1(C)COC(/C=C/c2ccc([N+](=O)[O-])cc2)=N1
  -5.1	4	4	6	7	-36	-12	-3	3	18
14. COc1cccc(CNc2ncnc3cc(OC)c(OC)cc23)c1
  -1.8	21	11	95	108	-28	30	0	2	-8
15. COc1ccc(-n2cnc(N)c2C(=O)c2cccc([N+](=O)[O-])c2)cc1
  -4.0	2	-2	46	50	-6	x	0	0	0
16. CN(C#N)c1nc(Cl)nc(Nc2cccc(Cl)c2)n1
  -3.3	13	2	97	97	-21	x	-6	4	-6
17. COCn1c(-c2ccc(OC)cc2)nc2ccccc21
  -0.1	6	-3	103	95	-55	8	x	1	x
18. N/C(=N\OC(=O)CCC1CCCCC1)c1cccc([N+](=O)[O-])c1
  -0.7	23	1	85	82	-24	-12	1	3	-8
19. COc1ccc(CNC(=O)Nc2cccs2)cc1OC
  -0.9	9	11	92	101	-23	x	x	3	-18
20. Cc1ccc2c(c1)OC(=O)CC2c1ccccc1 (stereo not given)
  -1.4	13	-7	86	91	-61	4	0	2	1
21. C=CCC(Nc1ccccc1)C12C=CC(O1)C(C(=O)OC)=C2C(=O)OC (stereo not given)
  -7.0	3	8	1.9*	2.3*	-3	11	x	5	x
22. CCOC(=O)Cc1c(C)nc2c(-c3ccccc3)c(C)[nH]n2c1=O
  -3.0	13	2	95	104	-45	0	x	0	-8
23. O=C(NCc1cccs1)C1CCC(CNS(=O)(=O)c2cccc3nsnc23)CC1 (stereo not given)
  -1.7	14	-14	96	86	9	x	0	1	-4
24. Cc1cc(C)c2c(CN3CCN(CCO)CC3)cc(=O)oc2c1
  -0.8	7	0	99	106	-35	2	-1	2	-28
25. Cc1nc2sc3c(NCc4ccco4)ncnc3c2c2c1COC(C)(C)C2
  -1.4	4	-14	28	56	-10	-28	x	0	-8
26. CC(=O)c1ccc(OCC(O)CN2CCCC(C)C2)cc1 (stereo not given)
  -1.1	5	6	102	104	-11	-7	-1	0	-1
27. CCOCCCn1cnc2c(c1=O)c1nc3ccccc3nc1n2-c1ccccc1
  -1.1	43*	-7	92	97	-4	-7	2	0	-8
28. Nc1nnc(SCc2coc(-c3ccc(Cl)cc3)n2)s1
  2.5	4	-4	93	103	-25	-32	-2	-2	-13
29. COc1ccccc1N1CCN(/N=C/c2cc(OC)c(O)c(OC)c2)CC1
  -1.9	8	-2	98	92	-11	31	-8	-1	3
30. COc1ccc(-c2ccc(/C=C3/C(=N)N4C(C)=CSC4=NC3=O)o2)c([N+](=O)[O-])c1
  -1.2	16	12	96	86	-23	-5	-2	4	-2
31. Cc1nc2c(nnn2Cc2ccccc2)c(=O)n1-c1ccccc1
  -1.6	13	1	75	75	-24	4	x	4	-20
32. CCOC(=O)C(C)NC(=O)C(NC(=O)C1CCC(CC)CC1)C(C)C (stereo not given)
  -0.7	20	14	89	84	-15	x	-2	0	-11
33. CCOC(=O)c1cccc(NC(=O)CCc2c(C)nc3ncnn3c2C)c1
  -1.7	4	-7	86	93	-25	-8	-3	7	-4
34. CCOc1ccc(C(=O)NCc2cccs2)cc1
  -1.3	10	11	97	97	-16	-22	-2	1	-6
35. S=C(NCc1cccs1)Nc1ccc(Cl)cc1
  -5.2	15	4	90	86	6	-12	-2	3	-26
36. O=C(c1ccccc1)c1cncc(Br)c1
  -0.7	12	3	93	98	-4	-23	0	1	-29
37. CCCCN(C)C(=O)Cc1c(OC)ccc2cc(Br)ccc12
  -1.8	14	5	58	59	-35	x	-4	14	6
38. O=C1CCCCC1C(Nc1ccc(Cl)cc1)c1ccccc1 (stereo not given)
  -3.6	3	-1	67	67	-16	-3	-1	-4	1
39. Cc1oc2cc(O)cc(O)c2c(=O)c1-c1ccc2c(c1)OCCCO2
  1.4	21	-6	60	63	21	x	-2	3	-8
40. Cc1ccc(Nc2nc(C)cc(C)c2C(N)=O)cc1
  0.7	21	-26	94	91	-30	20	0	2	-13
41. CCOC(=O)c1[nH]c(C)c(C(=O)Nc2ccc(C)c(C)c2)c1C
  -2.7	18	6	71	66	7	x	0	4	-16
42. Cc1cc(C)c2c(CC(=O)NCc3ccco3)coc2c1
  -1.1	x	3	84	86	-66	-38	-1	0	-14
43. CCOC(=O)c1ccc(NC(=S)N2CCC(O)CC2)cc1
  -1.2	7	-10	90	97	-19	x	x	5	-2
44. COc1ccc(Cl)cc1N1CCN(CCNC(=O)Nc2ccccc2C)CC1
  -3.3	19	-5	50	55	-7	-44	0	2	0
45. CC(C)Oc1ccc(N2CC(C(=O)OCC(=O)NCc3ccccc3)CC2=O)cc1 (stereo not given)
  -2.9	6	-5	85	97	-16	-57	x	2	-7
46. CCOc1ccc(C2C(C(=O)OC)=CN(CCOC)C=C2C(=O)OC)cc1
  -1.5	7	5	95	98	-16	-46	-1	4	-12
47. Cc1cccc(NC(=O)CSc2nc(COc3ccccc3)nc3ccccc23)c1C
  -1.6	8	6	71	71	-22	x	x	3	-20
48. COc1ccc(OCC(=O)Nc2cccc(C(=O)Nc3ccccc3C(=O)O)c2)cc1
  -1.2	8	13	95	92	-35	x	-4	0	5
49. O=C(CSc1nnc(SCc2cccc3ccccc23)s1)N/N=C/c1c[nH]c2ccccc12
  -3.7	4	5	64	77	-19	x	-10	1	1
50. CCCCN(CCCNC(=O)C1CCCN(S(=O)(=O)CC)C1)Cc1ccccc1 (stereo not given)
  -2.9	6	-30	88	74	-49	-2	3	0	-10
51. CCCCCn1c(=O)c(C(=O)OCC)c(O)c2ccccc21
  -2.4	7	0	93	87	10	-3	0	4	22
52. O=C(Oc1ccc(-c2nnco2)cc1)N1CCOCC1
  1.3	8	-2	101	99	-7	23	x	-3	x
53. Cc1cccc(C)c1OCC(=O)NNC(=O)Nc1ccc(Cl)cc1
  0.5	2	4	100	109	-14	x	0	3	-11
54. COc1ccc(CNC(=O)CCSCc2cccc(Cl)c2)c(OC)c1
  1.1	4	2	93	95	-7	x	1	9	-2
55. CC(C)(C)NC(=O)CSc1nnnn1C(C)(C)C
  1.3	10	4	97	96	4	-9	-1	0	-2
56. Cc1ccc(C(C)C)c(OCC(=O)Nc2ccc3c(c2)nc(CN2CCCC2)n3C)c1
  -3.1	7	-2	2.5*	3.4*	-16	-5	0	8	-14
57. COc1ccc(-c2csc(NC(=O)CSc3ccc(Br)cc3)n2)c(OC)c1
  0.9	22	10	81	76	-43	x	-10	0	-2
58. COC(=O)c1[nH]c2ccc(C)cc2c1NC(=O)C(C)N1CCN(C2CCCCC2)CC1 (stereo not given)
  -4.6	6	5	109	96	-17	x	0	2	6
59. O=C(CN1C(=O)c2ccccc2C1=O)N1CCN(c2nnc(-c3ccccc3)c3ccccc23)CC1
  0.1	17	-6	92	102	-66	-8	-1	1	-7
60. CCOC(=O)C(C(=O)Nc1nc2ccccc2s1)C1CCCCC1 (stereo not given)
  7.1*	14	9	74	74	-34	9	x	13	9

# A second format for part of the listing above:
48) COc1ccc(OCC(=O)Nc2cccc(C(=O)Nc3ccccc3C(=O)O)c2)cc1
  MRP1 act: -1.2
  Measles CPE: 8
  GALR2 antag: 13
  PTEN del growth: 95
  bCat KO growth: 92
  BB579 growth dn: -35
  E-sel TNF inh: x
  Phagocyt inh: -4
  NPY Y2 blocker: 0
  Yeast lifespan up: 5
49) O=C(CSc1nnc(SCc2cccc3ccccc23)s1)N/N=C/c1c[nH]c2ccccc12
  MRP1 act: -3.7
  Measles CPE: 4
  GALR2 antag: 5
  PTEN del growth: 64
  bCat KO growth: 77
  BB579 growth dn: -19
  E-sel TNF inh: x
  Phagocyt inh: -10
  NPY Y2 blocker: 1
  Yeast lifespan up: 1

# 4 compounds out of the list, arranged by molar mass, descending.
# Each structure is followed by: MRP1 act	Measles CPE	GALR2 antag	PTEN del growth	bCat KO growth	BB579 growth dn	E-sel TNF inh	Phagocyt inh	NPY Y2 blocker	Yeast lifespan up
57. COc1ccc(-c2csc(NC(=O)CSc3ccc(Br)cc3)n2)c(OC)c1
  0.9	22	10	81	76	-43	x	-10	0	-2
54. COc1ccc(CNC(=O)CCSCc2cccc(Cl)c2)c(OC)c1
  1.1	4	2	93	95	-7	x	1	9	-2
46. CCOc1ccc(C2C(C(=O)OC)=CN(CCOC)C=C2C(=O)OC)cc1
  -1.5	7	5	95	98	-16	-46	-1	4	-12
42. Cc1cc(C)c2c(CC(=O)NCc3ccco3)coc2c1
  -1.1	x	3	84	86	-66	-38	-1	0	-14

# Structures above that bear a hit mark in Measles CPE:
cpd | Compound | Measles CPE | GALR2 antag | BB579 growth dn | E-sel TNF inh | Phagocyt inh | NPY Y2 blocker | Yeast lifespan up
27 | CCOCCCn1cnc2c(c1=O)c1nc3ccccc3nc1n2-c1ccccc1 | 43* | -7 | -4 | -7 | 2 | 0 | -8

# Whole records, quoted from the list. Order of screens: MRP1 act	Measles CPE	GALR2 antag	PTEN del growth	bCat KO growth	BB579 growth dn	E-sel TNF inh	Phagocyt inh	NPY Y2 blocker	Yeast lifespan up
# CCCCCn1c(=O)c(C(=O)OCC)c(O)c2ccccc21 in the list: -2.4	7	0	93	87	10	-3	0	4	22
# CCOC(=O)c1[nH]c(C)c(C(=O)Nc2ccc(C)c(C)c2)c1C in the list: -2.7	18	6	71	66	7	x	0	4	-16
